Abeta rescue: qHTS for compounds that reverse cellular toxicity of Amyloid beta (A-beta) peptide in yeast: Primary Screen | yeast expressing A-beta42, growth rescue, OD600, 48 h; response scale: 0% DMSO, 100% iron-clioquinol control | Potency, µM (series often up to 46.1 µM), inactives show at the highest dose growth rescue, hits mostly activators | 410,000 tested, 0.063% active | AID 1347071, 2019; further: potency means the concentration at half of the fitted maximal effect; nearly all actives have a fitted effect of over 55% in size
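Yeast growth medium received pinned compounds, then yeast cells expressing toxic A-beta were added; plates incubated at 30 C for 48 hr. Growth read as absorbance at 600 nm, normalized to DMSO and equimolar FeCl3 plus clioquinol controls.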
FUS suppressor: qHTS for Suppressors of FUS Proteinopathy: Primary screen using FUS-linked yeast assay. 390,000 tested, 0.24% active. Potency, µM (highest dose often 76.6 µM), for the others: top-dose growth rescue (activation), usual class: activators. S. cerevisiae FUS-expressing, growth rescue, OD600, 24 h;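 further: potency means the concentration at half of the fitted maximal effect; plate controls were DMSO vehicle for no effect and reference control for full effect; nearly all actives have a fitted effect of over 55% in size; some results filed as inactive show a strong effect at the top dose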
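Yeast FUS proteinopathy model; galactose-induced FUS (2%), starting OD 0.005. Cpds in dilution series, 24hr, 30C, 99% humidity. Abs 600 nm growth. Pos ctrl CP55940 (top 92uM final); neg ctrl DMSO.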
EPAC1 agonist: qHTS for Agonist of cAMP-regulated guanine nucleotide exchange factor 3 (EPAC1): primary screen. 360,000 tested, 0.073% active. AID 720707, 2013. Rap guanine nucleotide exchange factor 3 (Homo sapiens), O95398. Potency, µM (highest dose often 154 µM), for inactives: at the highest dose activation, usual class: activators. EPAC1 agonist qHTS, biochemical assay; response scale: 100% = response to 6.5 mM cAMP; further: potency means the concentration at half of the fitted maximal effect; nearly all actives have a fitted effect of over 60% in size
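Fluorescent GDP-exchange assay: 100 nM EPAC1 with 250 nM Rap1B preloaded with BODIPY-GDP and 50 uM GDP; compounds tested as concentration series, 5 min at room temperature, then read every 5 min for 30 min (ex 480/em 540 nm); normalized to 6.5 mM cAMP.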
PLK1 PBD inh: qHTS for Inhibitors of PLK1-PDB (polo-like kinase 1 - polo-box domain): Primary Screen. Plk1 PBD binding of FITC phosphopeptide, fluorescence polarization. 360,000 tested, 2.8% active. Potency, µM, without a hit: max response, negative = inhibition, actives largely listed as inhibitors. Serine/threonine-protein kinase PLK1 (Homo sapiens), P53350; further: potency means the concentration at half of the fitted maximal effect; series mostly up to about 57 µM; on the % scale 0 is the no-effect control and ±100 the full control effect; nearly all actives have a fitted effect of over 65% in size
WRN inhibitor: qHTS for Inhibitors of WRN Helicase; Bifunctional 3'-5' exonuclease/ATP-dependent helicase WRN (Homo sapiens), Q14191; WRN helicase unwinding, fluorescent forked duplex, kinetic; Potency, µM (series often up to 114 µM), for inactives: at the highest dose activity change, negative = inhibition, hits mostly inhibitors; 360,000 tested, 0.46% active; AID 651768, 2012; further: potency means the concentration at half of the fitted maximal effect; on the % scale 0 is the no-effect control and ±100 the full control effect; nearly all actives have a fitted effect of over 55% in size
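Primary qHTS, 1536-well format. 20 nM WRN + compound, 15 min RT; start with 100 nM forked fluorophore/quencher duplex, 2 mM ATP (final); kinetic read ex 525/em 598 nm.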
IL2 activator: qHTS of IL-2 Activators; 360,000 tested, 0.065% active; activation, % (series mostly up to about 46 µM); IL-2 activation reporter assay, cell-based qHTS; stimulated with anti-CD3/CD4/CD28 beads; in transgenic mouse T cells; in the data active means activation above about 50%; inconclusive means mostly about 30% to 49%; further: 0% is about no effect
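Unstimulated transgenic mouse T cells preincubated 60 min with compound, then stimulated with anti-CD3/anti-CD4-coated beads plus anti-CD28 for 18 h at 37 degrees C. IL-2 response read as EGFP and DsRed fluorescence by plate cytometry.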
aSyn rescue: qHTS of alpha-syn Inhibitors; Potency, µM (titrated, usually from 46.1 µM), for the others: top-dose growth rescue (activation), usual class: activators; 370,000 tested, 0.14% active; Yeast expressing alpha-synuclein, growth rescue, BacTiter-Glo, 24 h; further: potency means the concentration at half of the fitted maximal effect; % of control where 0% means no effect; nearly all actives have a fitted effect of over 65% in size
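Readout is rescue of growth in alpha-synuclein-expressing yeast, so inhibitors of toxicity appear as activators. Growth after 24 hr at 30 deg C in galactose medium is quantified by luminescence.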
EPAC1 antagonist: qHTS for Antagonist of cAMP-regulated guanine nucleotide exchange factor 3 (EPAC1): primary screen. Rap guanine nucleotide exchange factor 3 (Homo sapiens), O95398. EPAC1 GEF assay, Rap1b-BODIPY-GDP exchange fluorescence. Potency, µM (highest dose often 115 µM), for inactives: top-dose activity change, negative = inhibition, hits mostly inhibitors. 360,000 tested, 0.14% active;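 further: potency means the concentration at half of the fitted maximal effect; plate controls were vehicle for no effect and positive control for full effect; nearly all actives have a fitted effect of over 50% in size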
PI5P4Ka inh: qHTS for Inhibitors of phosphatidylinositol 5-phosphate 4-kinase (PI5P4K); Phosphatidylinositol 5-phosphate 4-kinase type-2 alpha (Homo sapiens), P48426; PI5P4Kalpha enzyme, ADP-Glo luminescence, 60 min; hits give low values; max response, %; 330,000 tested, 1.2% active; AID 652105, 2013; active means max response of -50% or lower; inconclusive means between -30% and -50%; inactive means -30% or higher; further: value at the top dose of about 77 µM; on the % scale 0 is the no-effect control and ±100 the full control effect
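Reactions run in 0.038 M HEPES pH 7.4, 0.28 mM EGTA, 0.1% CHAPS and 5% DMSO, with PI5P4Kalpha, substrate, compound and 5 microM ATP final, one hour at room temperature. Readout is ADP-Glo luminescence.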
Numbers without * were called inactive; ? = inconclusive; / = no result given; & = joins results of further samples; [ ] = dose if it differs, or a comment. Unless noted, the call rests on the fitted dose curve; in most records, active means well fitted curve in the direction sought with a large enough effect; inconclusive means small, poorly fitted or top-dose-only effect, or another doubt; inactive means no such curve, though single readings can be large; an effect the other way counts as inactive or inconclusive.

The first 2 records (preview)
SMILES	Abeta rescue	FUS suppressor	EPAC1 agonist	PLK1 PBD inh	WRN inhibitor	IL2 activator	aSyn rescue	EPAC1 antagonist	PI5P4Ka inh
CCOc1ccc(NC(=O)/C(=C\c2ccc(OC(C)=O)c(OC)c2)NC(C)=O)cc1	0%	16%	7%	1%	-4%	-4.0	-1%	-13%	0
COC(=O)C1CCC(=S)N1C(=O)c1ccccc1 (stereo not given)	-69%[inhibitor]	-9%	-5%	-20%	10%	0.4	-33%[inhibitor]	0%	3

The list itself (from the top)
SMILES	Abeta rescue	FUS suppressor	EPAC1 agonist	PLK1 PBD inh	WRN inhibitor	IL2 activator	aSyn rescue	EPAC1 antagonist	PI5P4Ka inh
CCOc1ccc(NC(=O)/C(=C\c2ccc(OC(C)=O)c(OC)c2)NC(C)=O)cc1	0%	16%	7%	1%	-4%	-4.0	-1%	-13%	0
COC(=O)C1CCC(=S)N1C(=O)c1ccccc1 (stereo not given)	-69%[inhibitor]	-9%	-5%	-20%	10%	0.4	-33%[inhibitor]	0%	3
O=C(c1ccc(S(=O)(=O)N2CCCCC2)cc1)N1CCN(CCN2C(=O)c3cccc4cccc(c34)C2=O)CC1	-12%	7%	9%	2%	3%	-0.7	2%	-7%	10
Cn1cc(-c2ccccc2C(N)=O)c(=O)c2ccccc21	-4%	-3%	-3%	-1%	1%	0.0	-2%	1%	-3
O=C(CN1C(=O)C2CCCCC2C1=O)Nc1ccc(OC(F)F)c(Cl)c1 (stereo not given)	1%	-8%	0%	-9%	3%	0.2	-3%	-27%	1
Cn1c(=O)c2c(nc(SCc3ccccc3)n2Cc2ccc(Cl)cc2)n(C)c1=O	3%	48%	7%	-22%	-11%	-2.2	-4%	2%	0
Cc1ccc(CNC(=O)c2cccc(-n3cnnn3)c2)cc1	-2%	21%	-6%	-1%	6%	-4.5	-9%	5%	/
COC(=O)C(C)NC(=O)c1ccc(C(C)(C)C)cc1 (stereo not given)	8%	-5%	-4%	3%	-5%	-0.2	4%	0%	2
Cc1cccc(C)c1NC(=O)NCc1ccco1	-9%	-17%	-7%	-5%	5%	0.4	-1%	2%	0
CC1=C(C(=O)N(C(C)C)C(C)C)CC(CC(=O)NCCCCc2ccccc2)C(=O)N1Cc1ccccc1 (stereo not given)	4%	?	-20%	-13%	-6%	-4.2	0%	-16%	5
C[C@@H]1CN([C@@H](C)CO)C(=O)CCCn2nncc2CO[C@H]1CN(C)C(=O)Nc1ccc(F)cc1	-10%	-20%	-8%	?	4%	-3.4	-1%	-29%	3
CCNC(=S)NNC(=O)c1cc(C)on1	12%	10%	0%	4%	-11%	-2.5	-20%	6%	/
CCOC(=O)C1=C(COC(=O)CCOc2ccc(OC)cc2)NC(=O)NC1C (stereo not given)	5%	6%	3%	5%	1%	-0.7	7%	0%	-1
COc1ccc(/C=C/C(=O)NC(=S)Nc2ccc(N3CCN(C(C)=O)CC3)cc2)cc1	-3%	-20%	4%	4%	4%	-0.1	0%	15%	1
OC1(Cc2ccccc2)CCNCC1	-16%	17%	-2%	-1%	10%	0.1	0%	2%	0
CCOC(=O)C1CCCc2c1[nH]c1ccc(Cl)cc21 (stereo not given)	?	15%	-5%	-15%	-18%	-1.1	1%	-19%	20
COc1ccc(CN2C(=NC(=O)C3CCCCC3)SC3CS(=O)(=O)CC32)cc1 (stereo not given)	1%	-5%	-6%	-15%	4%	-2.3	-2%	22%	-8
CCCn1c(SCC(N)=O)nnc1-c1ccco1	-2%	3%	3%	?	3%	-0.8	-7%	-8%	-5
COc1ccc(Cc2nc3ccc(C(=O)N(C)Cc4nccs4)cc3o2)cc1OC	7%	2%	-1%	30µM*	-3%	-2.8	-5%	-17%	-2
CCN(CC)C(=O)CSc1nnc(-c2ccccc2)o1	4%	-3%	7%	-8%	1%	0.4	0%	7%	/
COc1ccc(Nc2nc(NCc3ccco3)nc(N)c2[N+](=O)[O-])cc1	1%	-3%	8%	-8%	3%	-1.4	-1%	-15%	0
O=C(NCc1ccccn1)c1cc2cc(Br)ccc2oc1=O	-4%	3%	9%	-6%	-2%	-0.2	-1%	1%	/
O=C(c1cc(COc2cccc(C(F)(F)F)c2)on1)N1CCC(c2ccccc2)CC1	?	/	-8%	4%	-15%	-3.4	9%	-18%	22
O=C(Nc1ccccc1)c1cc2ccc3ccccc3c2s1	-15%	-11%	5%	-2%	-12%	-1.7	-12%	4%	6
COc1cccc(CN2CC(C(=O)N(C)C3CCOCC3)CCC2=O)c1 (stereo not given)	1%	-39%	-6%	2%	-1%	-1.8	2%	6%	-1

Next part.
SMILES	Abeta rescue	FUS suppressor	EPAC1 agonist	PLK1 PBD inh	WRN inhibitor	IL2 activator	aSyn rescue	EPAC1 antagonist	PI5P4Ka inh
Cc1ccc(C)c(C(=O)OCC(=O)N(C)c2ccccc2)c1	-15%	8%	-2%	-5%	-28%	0.1	14%	?	-10
CCOc1ccccc1Nc1nnc(SCc2nnc(-c3cc(OC)c(OC)c(OC)c3)o2)s1	9%	?	9%	-6%	-10%	-0.6	1%	0%	1
CCOC(=O)C1(CC)NC(c2ccco2)C2C(=O)N(CC)C(=O)C21 (stereo not given)	1%	2%	7%	-10%	2%	-2.3	-1%	2%	4
O=c1cccc2c1c1cc[nH]c3ccc(=O)n2c31	-11%	-35%	7%	-6%	1%	-3.3	12%	-13%	?
CCOC(=O)N1CCN(c2nc(-c3ccco3)cc(C(F)(F)F)n2)CC1	-19%	-20%	-5%	-11%	-1%	-1.2	-19%	1%	-2
COc1ccc(NC(=O)Nc2ccc(F)cc2)cn1	-10%	-12%	2%	-5%	-8%	0.7	-10%	7%	3
CCCC(=O)C1C(=O)CC(CC(C)SCC)CC1=O (stereo not given)	-15%	0%	6%	-12%	-3%	-1.8	?	22%	/
O=C(c1[nH]c(C(F)(F)F)nc1-c1ccccc1)N1CCN(c2ccc(C(F)(F)F)cn2)CC1	3%	18%	-11%	2%	-8%	0.5	?	-14%	6
CCOC(=O)c1cnc(-n2nc(C)cc2C)nc1NNc1ncc(-c2ccccc2)cn1	?	4%	-4%	-12%	?	0.0	17%	-4%	6
Cc1ccc(NC(=O)n2ncc3c(C)cccc32)cc1F	8%	-31%	18%	-7%	-4%	-1.9	-10%	-3%	3
CCN(CCn1cccn1)C(=O)CC1C(=O)NCCN1CCc1ccccc1 (stereo not given)	-10%	/	7%	-11%	-28%	-3.6	0%	4%	-1
Cc1ccc(-c2noc(CCC(=O)NCCN3CCN(Cc4ccccc4)CC3)n2)cc1	-1%	-23%	1%	-13%	-39%[57.1 µM]	-0.1	0%	-19%	1
O=C1CC(NNc2nc3ccccc3s2)C(=O)N1c1ccc(F)cc1 (stereo not given)	24%	27%	-8%	-2%	-3%	-0.2	9%	12%	6
C/C(=N\NC(=O)c1ccc(C)cc1C)c1ccc2c(c1)OCO2	-1%	-16%	6%	3%	-7%	0.2	2%	-18%	3
CN1C(=O)[C@H]2[C@@H](/C=C/c3ccccc3)N3C(=O)CN(Cc4ccc(-c5ccccc5)cc4)C(=O)[C@@]3(Cc3ccccc3)[C@H]2C1=O	-9%	41%	1%	-1%	7%	-0.1	5%	0%	-5
O=C(CCN1C(=O)c2ccccc2C1=O)Nc1nc2ccccc2s1	-8%	-6%	0%	-2%	5%	-1.9	2%	4%	-8
COc1ccc(C(=O)N2CCCCC2c2cc(C(=O)NCc3ccc(Cl)c(Cl)c3)no2)cc1 (stereo not given)	1%	?	1%	4%	-4%	-0.7	4%	-15%	0
Cc1ccc(Cl)cc1NC(=O)CN1C(=O)NC2(CCCCCC2)C1=O	-5%	/	19%	-1%	4%	-2.4	-3%	5%	0
COc1ccccc1NC(=O)NCCCl	5%	14%	2%	-7%	-4%	0.8	-2%	7%	/
CCCCN(Cc1ccccc1)S(=O)(=O)c1c(N)n(C)c(=O)n(C)c1=O	2%	/	3%	-2%	-6%	2.4	-1%	-14%	-4
CCn1c(CNC(=O)Cc2ccc(OC)cc2)nnc1SCC(=O)Nc1ccc(C(=O)O)cc1	7%	10%	3%	-8%	-7%	0.0	6%	-1%	-14
CC(C)(C)CC(=O)Nc1ccccc1N1CCN(c2ccc(F)cc2)CC1	5%	25%	3%	0%	-7%	-0.6	-14%	-24%	10
CN(C)N1C(N)=C(C#N)C(c2ccc3c(c2)OCO3)C2=C1CCCC2=O (stereo not given)	6%	19%	0%	-8%	-5%	-0.7	-6%	-13%	-1
NC(=O)c1nsc(C(=O)N(CC(=O)NCc2ccccc2)c2cccc(F)c2)c1N	-1%	9%	-14%	-14%	?	-2.2	-3%	-4%	-8
COc1cc(NC(=O)c2ccc(COCC(F)(F)F)cc2)cc(OC)c1OC	14%	24%	-5%	4.7µM*	-4%	-1.4	-8%	-4%	10
O=C(Cc1ccccc1)NNC1CC(=O)N(c2ccccc2)C1=O (stereo not given)	-2%	/	5%	-6%	8%	1.0	-5%	4%	5
CC(=O)c1cccc(NC(=O)CSc2nc(=O)n(CCN3CCOCC3)c3c2CCCC3)c1	-7%	16%	4%	1%	-9%	0.0	-2%	-13%	-1
CSc1ncccc1C(=O)Nc1cc(C)ccn1	-1%	21%	-6%	-11%	-1%	-1.7	-9%	11%	4
O=S(=O)(c1ccc(-n2cnnn2)cc1)N1CCN(c2ccccc2F)CC1	-2%	-18%&-10%	-2%	-4%	-7%	-0.1	4%	-13%	2
O=C(O)c1ccc(-n2[nH]c3c(c2=O)CCCC3)cc1	0%	-9%	2%	-4%	-5%[57.1 µM]	0.5	16%	23%	-11
